Assay outcomes from PubChem.
T cruzi growth: T. cruzi proliferation inhibition. T. cruzi beta-gal in NIH3T3, GalScreen luminescence, 90 h. 77,000 tested, 5.9% active. inhibition, % at 8.34 µM;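 active means mean inhibition above about 93%, with at least 55% of replicates each passing it, limit read from the data, passing the limit was not always enough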
Pf Dd2 inh: blocks growth of Plasmodium falciparum Dd2 parasites | P. falciparum Dd2 growth, SYBR Green, 72 h; stronger effect = lower value | activity change, % at 10 µM | 94,000 tested, 2.3% active; in the data active means activity change below about -80%
C diff HTS: C. difficile growth inhibition | growth activity, negative = inhibition, % at 16 µg/mL (by protocol) | AID 1259249 | 86,000 tested, 0.25% active | Clostridium difficile clinical isolate growth, OD600, 24 h; stronger effect = lower value;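 active means mean growth activity at or below -80% and every replicate also at or below -80%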;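 further: 0% = DMSO wells and -100% = levofloxacin 16 µg/mL wells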
KDM4C inh: blocks human GASC-1 (KDM4C) demethylase activity; Q9H3R0; GST-KDM4C 2-372, H3K9me3 peptide, LANCE TR-FRET; inhibition, % at 12.5 µM; 96,000 tested, 0.15% active; AID 720574;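 active means mean replicate inhibition above about 25%, with at least 55% of replicates also reaching it, limit read from the data, passing the limit was not always enough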
Target sequence (Q9H3R0 2-372 limits assumed): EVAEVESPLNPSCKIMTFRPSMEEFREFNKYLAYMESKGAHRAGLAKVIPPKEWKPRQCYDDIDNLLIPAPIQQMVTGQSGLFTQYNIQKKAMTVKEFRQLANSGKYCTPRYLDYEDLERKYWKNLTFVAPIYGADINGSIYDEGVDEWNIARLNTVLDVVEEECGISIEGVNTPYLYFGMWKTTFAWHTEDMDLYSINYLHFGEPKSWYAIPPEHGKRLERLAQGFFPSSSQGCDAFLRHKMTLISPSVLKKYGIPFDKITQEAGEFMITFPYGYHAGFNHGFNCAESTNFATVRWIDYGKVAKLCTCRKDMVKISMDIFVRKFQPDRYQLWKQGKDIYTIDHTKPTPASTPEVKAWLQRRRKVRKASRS
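Assay system: GST-GASC-1 enzyme fragment 2-372 | Amount: 10 nM enzyme | Medium: HEPES buffer, pH 7.5, plus ascorbate | Reagent: H3K9me3 peptide substrate, Fe(II), 2-oxoglutarate | Doses: Single-point compound screen | Incubation: 30 min demethylation and 1 h detection at room temperature | Measured by: LANCE TR-FRET, excitation 340 nm, emissions 618 and 671 nm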
Starred values were filed as active, the others as inactive; / = not tested or not shown; & = joins results of further samples. This is a random part of the collection. Share with any hit: about 7.2%.

no.	mol	T cruzi growth	Pf Dd2 inh
1	COC(=O)C[C@H]1CC[C@@H]2[C@H](COc3ccc(NC(=O)c4ccc(OC)cc4)cc3C(=O)N2C)O1	5	-8
2	O=C(C1CC1)N1CC(=O)N2[C@H](C1)[C@H](c1ccc(-c3cccnc3)cc1)[C@@H]2CO	/	48
3	Cc1noc(C)c1NC(=O)Nc1cccc2c1O[C@@H](CN(C)C(=O)Nc1ccc3c(c1)OCO3)[C@H](C)CN([C@@H](C)CO)C2=O	22	19
4	N#C[C@H]1[C@@H](c2ccccc2-c2ccccc2F)[C@@H](CO)N1C(=O)Cc1ccccc1	/	-6
5	C[C@H](CO)N1C[C@H](C)[C@H](CN(C)Cc2ccc(Oc3ccccc3)cc2)Oc2ccc(NS(=O)(=O)c3cn(C)cn3)cc2CC1=O	-24	2
6	COc1ccc(CN(C)C[C@@H]2OCCCC[C@@H](C)Oc3ccc(NS(=O)(=O)c4c(C)noc4C)cc3C(=O)N([C@H](C)CO)C[C@H]2C)cc1	46	-54
7	CN(C)C(=O)C[C@@H]1C[C@@H]2c3cc(NC(=O)c4cccnc4)ccc3O[C@@H]2[C@@H](CO)O1	20	15
8	O=C(NCC[C@@H]1CC[C@@H](NS(=O)(=O)c2ccc(Oc3ccccc3)cc2)[C@H](CO)O1)C1CC1	-55	0

no.	C diff HTS	KDM4C inh
1	0	-2.3
2	-6	0.4
3	2	0.2
4	-9	-0.6
5	-10	0.4
6	-6	-0.7
7	-6	3.4
8	-9	-1.1

Grouped by structure, the compounds so far with an aryl methoxy group
no.	mol	T cruzi growth	Pf Dd2 inh
1	COC(=O)C[C@H]1CC[C@@H]2[C@H](COc3ccc(NC(=O)c4ccc(OC)cc4)cc3C(=O)N2C)O1	5	-8
6	COc1ccc(CN(C)C[C@@H]2OCCCC[C@@H](C)Oc3ccc(NS(=O)(=O)c4c(C)noc4C)cc3C(=O)N([C@H](C)CO)C[C@H]2C)cc1	46	-54

no.	C diff HTS	KDM4C inh
1	0	-2.3
6	-6	-0.7

Next part
no.	mol	T cruzi growth	Pf Dd2 inh
9	C[C@H]1CN([C@@H](C)CO)C(=O)c2cc(NC(=O)CCCCCC(=O)Nc3ccccc3N)ccc2O[C@H]1CN(C)S(=O)(=O)c1ccc(Cl)cc1	/	-24
10	C[C@H]1CCCCO[C@H](CN(C)C(=O)c2ccccc2)[C@@H](C)CN([C@@H](C)CO)C(=O)c2cc(NS(=O)(=O)c3ccc(Cl)cc3)ccc2O1	93	-37
11	C[C@H](CO)N1C[C@H](C)[C@H](CN(C)C(=O)Nc2ccc3c(c2)OCO3)Oc2ccc(NC(=O)c3ccncc3)cc2CC1=O	15	6
12	CNC[C@@H]1Oc2ccc(NS(C)(=O)=O)cc2C(=O)N([C@H](C)CO)C[C@@H]1C	-46	33
13	C[C@H]1CN([C@@H](C)CO)C(=O)c2cc(C#CC(C)(C)O)cnc2O[C@@H]1CN(C)C(=O)c1ccccc1F	30	7
14	CCC(=O)N1[C@H](CO)[C@H]2c3ccccc3N(C(=O)c3cnccn3)C[C@H]21	22	4
15	C[C@H](CO)N1C[C@H](C)[C@H](CN(C)C)Oc2ccc(NC(=O)Nc3ccc(C(F)(F)F)cc3)cc2C1=O	73	5
16	C[C@@H]1CN([C@@H](C)CO)S(=O)(=O)c2ccc(-c3ccncc3)cc2O[C@@H]1CN(C)Cc1ccccc1	86	-29

no.	C diff HTS	KDM4C inh
9	-18	-1.3
10	-2	1.0
11	-2	0.6
12	-2	-1.1
13	-4	0.0
14	32	-1.6
15	12	4.7
16	0	-1.0

Other entries
no.	mol	T cruzi growth	Pf Dd2 inh
17	C[C@@H]1CN([C@@H](C)CO)C(=O)c2cccc(NS(C)(=O)=O)c2O[C@H]1CN(C)Cc1ccccc1	23	5
18	C[C@@H]1CN([C@@H](C)CO)C(=O)Cc2cc(NC(=O)CCCCCC(=O)Nc3ccccc3N)ccc2O[C@@H]1CN(C)C(=O)Nc1ccc(F)cc1	-29	15
19	CO[C@H]1CN(C)C(=O)c2ccc(NC(=O)Nc3cccc(F)c3)cc2OC[C@@H](C)N(C(C)=O)C[C@@H]1C	-78	25
20	O=C(C[C@@H]1CC[C@H]2[C@@H](COC[C@H](O)CN2Cc2cccc(Cl)c2)O1)Nc1nccs1	79	-63
21	Cc1ccc(S(=O)(=O)Nc2ccc3c(c2)CC(=O)N([C@@H](C)CO)C[C@@H](C)[C@@H](CN(C)Cc2ccc(Oc4ccccc4)cc2)O3)cc1	-11	-8
22	CCC(=O)N(C)C[C@@H]1Oc2cc(-c3cccc(F)c3)ccc2S(=O)(=O)N([C@@H](C)CO)C[C@@H]1C	57	-27
23	O=C(NC1CCCC1)[C@H]1[C@H](CO)[C@H]2Cn3c(cccc3=O)[C@H]2N1CCc1ccccc1	/	5
24	C[C@@H]1CN([C@H](C)CO)C(=O)Cc2cc(NC(=O)c3ccncc3)ccc2O[C@H]1CN(C)Cc1ccccc1	41	27

no.	C diff HTS	KDM4C inh
17	2	-3.6
18	27	-0.3
19	/	0.0
20	94&52	1.1
21	21	2.8
22	-4	-1.8
23	0	0.9
24	5	-0.8

The final two records of the part above lead into the next:
no.	mol	T cruzi growth	Pf Dd2 inh
23	O=C(NC1CCCC1)[C@H]1[C@H](CO)[C@H]2Cn3c(cccc3=O)[C@H]2N1CCc1ccccc1	/	5
24	C[C@@H]1CN([C@H](C)CO)C(=O)Cc2cc(NC(=O)c3ccncc3)ccc2O[C@H]1CN(C)Cc1ccccc1	41	27
25	COc1ccc2c3c(n(C)c2c1)[C@@H](CO)N(Cc1ccccc1)CC31CN(CC2CC2)C1	/	-33
26	C[C@@H]1CN([C@H](C)CO)C(=O)c2cc(NC(=O)NC3CCCCC3)ccc2O[C@@H]1CN(C)C(=O)Nc1cccc2ccccc12	10	-7
27	CCC(=O)Nc1ccc2c(c1)OC[C@@H](C)N(C(=O)Cc1ccccn1)C[C@H](C)[C@@H](OC)CN(C)C2=O	-1	21
28	COc1ccc(S(=O)(=O)N(C)C[C@@H]2Oc3ccc(NC(=O)Cc4ccccc4)cc3CC(=O)N([C@@H](C)CO)C[C@H]2C)cc1	/	-31
29	O=S(=O)(NCC[C@@H]1CC[C@H](NS(=O)(=O)c2cccc(F)c2)[C@H](CO)O1)c1cccc(F)c1	/	33
30	C[C@@H]1CN([C@H](C)CO)C(=O)c2cc(NC(=O)Cn3cnnn3)ccc2O[C@H]1CN(C)S(=O)(=O)c1ccccc1	16	24
31	COc1ccc(C#Cc2cnc3c(c2)C(=O)N([C@@H](C)CO)C[C@@H](C)[C@H](CN(C)CC2CCCC2)O3)cc1	111*	-80
32	O=C(C[C@@H]1C[C@@H]2c3cc(NS(=O)(=O)c4ccccc4)ccc3O[C@@H]2[C@H](CO)O1)N1CCCCC1	104*	-3

no.	C diff HTS	KDM4C inh
23	0	0.9
24	5	-0.8
25	10	/
26	-11	-0.6
27	/	0.1
28	-1	-0.5
29	-3	1.5
30	-1	-0.1
31	42	/
32	-8	0.4

New compounds follow
no.	mol	T cruzi growth	Pf Dd2 inh
33	C[C@H](CO)N1C[C@H](C)[C@H](CN(C)Cc2ccc(Cl)c(Cl)c2)Oc2c(NC(=O)Nc3ccc(C(F)(F)F)cc3)cccc2C1=O	128*	-12
34	Cc1noc(C)c1NC(=O)Nc1ccc2c(c1)C(=O)N(C)[C@@H]1CC[C@@H](CC(=O)NCc3ccc(Cl)cc3)O[C@H]1CO2	51	/
35	C[C@@H]1CN([C@H](C)CO)C(=O)c2cc(NS(C)(=O)=O)ccc2O[C@@H]1CN(C)C(=O)Nc1ccccc1	/	9
36	CCCC(=O)Nc1ccc2c(c1)C(=O)N(C)C[C@H](OC)[C@H](C)CN(C(=O)c1ccccc1F)[C@H](C)CO2	15	-13
37	O=C(C[C@@H]1CC[C@@H]2[C@H](COC[C@@H](O)CN2C(=O)Nc2ccccc2)O1)NC1Cc2ccccc2C1	62	-12
38	COc1ccc(CN(C)C[C@@H]2Oc3ccc(NC(=O)Nc4ccc5c(c4)OCO5)cc3CC(=O)N([C@@H](C)CO)C[C@@H]2C)cc1	18	6
39	C[C@@H]1CCCCO[C@H](CN(C)C)[C@H](C)CN([C@H](C)CO)C(=O)c2cc(NC(=O)Nc3ccccc3)ccc2O1	13	3
40	O=C(NC1CCCCC1)N1C[C@@H]2N[C@H](C1)C2c1ccc(-c2cccc(F)c2)cc1 (some centres undefined)	/	16&-34

no.	C diff HTS	KDM4C inh
33	52	/
34	-5	-1.1
35	0	1.6
36	4	0.1
37	/	0.2
38	-13	0.8
39	3	-1.2
40	22&58	-1.7&-3.7

The list goes on:
no.	mol	T cruzi growth	Pf Dd2 inh
41	C[C@@H]1CN([C@H](C)CO)C(=O)c2cc(N(C)C)ccc2O[C@H]1CN(C)CC1CCCCC1	/	-5
42	O=C(C[C@@H]1C[C@@H]2c3cc(NC(=O)NC4CCCC4)ccc3O[C@@H]2[C@@H](CO)O1)NCc1ccccc1	52	-35
43	C[C@@H]1CN([C@H](C)CO)C(=O)c2cc(NC(=O)Nc3cccc4ccccc34)ccc2O[C@H]1CN(C)C	-30	16
44	COc1ccc(C#Cc2ccc([C@@H]3[C@@H](CO)N4CCCCN(C(=O)Nc5ccccc5)C[C@H]34)cc2)cc1	69	-78
45	Cc1ccc(S(=O)(=O)N2C[C@@H](O)COC[C@H]3O[C@H](CC(=O)NCCN4CCCCC4)CC[C@@H]32)cc1	2	-11
46	C[C@H](CO)N1C[C@H](C)[C@@H](CN(C)CC2CCCCC2)Oc2ccc(NC(=O)c3ccncc3)cc2C1=O	-15	-25
47	C[C@H]1CCCCO[C@H](CN(C)Cc2ccccc2)[C@@H](C)CN([C@@H](C)CO)C(=O)c2cc(N(C)C)ccc2O1	-36	/
48	COc1ccc2c3c([nH]c2c1)[C@H](CO)N(C(=O)C1CCCC1)CC31CN(C(=O)c2ccncc2)C1	/	-44

no.	C diff HTS	KDM4C inh
41	2	3.1
42	/	8.6
43	4	0.6
44	45	-2.9
45	/	0.6
46	0	-0.4
47	-1	-2.4
48	-9	0.0

(continued)
no.	mol	T cruzi growth	Pf Dd2 inh
49	COc1cccc(NC(=O)N(C)C[C@@H]2Oc3cc(C#Cc4ccccc4)ccc3S(=O)(=O)N([C@@H](C)CO)C[C@H]2C)c1	125*	-68
50	CO[C@@H]1CN(C)C(=O)c2ccc(NC(=O)Nc3ccc(Cl)cc3)cc2OC[C@H](C)N(C(=O)Nc2c(C)noc2C)C[C@@H]1C	48	-17
51	C[C@H](O)C#Cc1ccc2c(c1)O[C@H](CN(C)C(=O)c1ccccc1)[C@@H](C)CN([C@@H](C)CO)S2(=O)=O	-2	-36
52	CNC[C@H]1Oc2c(cccc2N(C)C)C(=O)N([C@H](C)CO)C[C@H]1C	5	21
53	COCC#Cc1ccc([C@@H]2[C@H]3CN(Cc4cncnc4)CCCCN3[C@H]2CO)cc1	68	-21
54	C[C@H]1CN([C@@H](C)CO)C(=O)c2cccc(NC(=O)Nc3ccc4c(c3)OCO4)c2O[C@@H]1CN(C)S(=O)(=O)c1ccc(Cl)cc1	86	-20
55	CCN(C[C@H]1[C@H](c2ccccc2)[C@H](CO)N1CC1CC1)C(=O)c1ccccn1	27	-13
56	Cc1noc(C)c1NC(=O)N(C)C[C@H]1Oc2ccc(NC(=O)C3CCCCC3)cc2C(=O)N([C@@H](C)CO)C[C@H]1C	-13	20

no.	C diff HTS	KDM4C inh
49	79	-1.6
50	/	-0.4
51	-4	1.9
52	0	0.1
53	-3	0.5
54	/	0.8
55	22	-1.5
56	0	-0.3

(further entries)
no.	mol	T cruzi growth	Pf Dd2 inh
57	CCCN1C[C@H](C)[C@@H](OC)CN(C)C(=O)c2ccc(NC(=O)c3ccc(F)cc3)cc2OC[C@H]1C	-16	-18
58	CC=Cc1ccc2n(c1=O)C[C@@H]1[C@@H](CO)[C@H](C(=O)Nc3ccccc3)[C@H]2N1C(=O)CC (mixture of isomers)	-13	11
59	COc1ccc(NC(=O)N(C)C[C@@H]2Oc3ccc(NS(=O)(=O)c4c(C)noc4C)cc3C(=O)N([C@H](C)CO)C[C@H]2C)cc1	58	19
60	C[C@H](CO)N1C[C@H](C)[C@H](CN(C)C(=O)Nc2ccnc(N3CCOCC3)c2)OCc2ccccc2-c2c(n(C)c3ccccc23)C1=O	/	-56
61	C[C@@H]1CN([C@H](C)CO)C(=O)c2cccc(NS(C)(=O)=O)c2O[C@H]1CN(C)Cc1ccncc1	12	14
62	C[C@H](CO)N1C[C@H](C)[C@@H](CN(C)Cc2ccccc2)Oc2ccc(NS(=O)(=O)c3ccc(Cl)cc3)cc2C1=O	41	-10
63	O=C(c1cccnc1)N1CCCCN2[C@@H](CO)[C@@H](c3ccc(C#Cc4cccnc4)cc3)[C@@H]2C1	52	8

no.	C diff HTS	KDM4C inh
57	-3	0.1
58	2	-1.1
59	/	0.1
60	-14	-1.3
61	-3	-0.5
62	-5	-0.7
63	-6	0.7
